PLK1 PBD inh: PLK1 (human) polo-box domain binding inhibition; AID 720504; Plk1 PBD binding of FITC phosphopeptide, fluorescence polarization; Potency, µM, without a hit: max response, negative = inhibition, most hits filed as inhibitors; P53350; actives 2.8% (n = 360,000); also: potency is read from the fitted curve at half-maximal effect; series mostly up to about 57 µM; % is scaled to controls: 0 for no effect and ±100 for the full control effect; nearly all actives have a fitted effect of over 65% in size
Abeta rescue: compounds reversing amyloid beta toxicity in yeast | yeast expressing A-beta42, growth rescue, OD600, 48 h; response scale: 0% DMSO, 100% iron-clioquinol control | Potency, µM (series often up to 46.1 µM), for the others: top-dose growth rescue, hits mostly activators | actives 0.063% (n = 410,000) | AID 1347071; also: potency is read from the fitted curve at half-maximal effect; nearly all actives have a fitted effect of over 55% in size
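Growth rescue measured by 600 nm absorbance after 48 h yeast culture at 30 C with compound. Values normalized between DMSO and an equimolar ferric chloride plus clioquinol control.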
PI5P4Ka inh: PI5P4K alpha (human) kinase inhibition | P48426 | PI5P4Kalpha enzyme, ADP-Glo luminescence, 60 min; hits give low values | max response, % | actives 1.2% (n = 330,000); active = max response of -50% or lower; inconclusive = between -30% and -50%; inactive = -30% or higher; also: value at the top dose of about 77 µM; % is scaled to controls: 0 for no effect and ±100 for the full control effect
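PI5P4Kalpha ADP-Glo assay; 5 microM ATP final; 60 min RT reaction; HEPES pH 7.4/EGTA/CHAPS, 5% DMSO; controls lacking substrate or enzyme; luminescent end-point.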
WRN helicase inh: inhibitors of human WRN helicase | Q14191 | WRN helicase unwinding, fluorescent forked duplex, kinetic | Potency, µM (titrated, usually from 114 µM), without a hit: at the top dose activity change, negative = inhibition, hits mostly inhibitors | actives 0.46% (n = 360,000) | AID 651768; also: potency is read from the fitted curve at half-maximal effect; % is scaled to controls: 0 for no effect and ±100 for the full control effect; nearly all actives have a fitted effect of over 55% in size
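Screening of the MLSMR collection measured strand separation of a quenched forked DNA duplex (100 nM) by 20 nM WRN with 2 mM ATP, all final. Compounds were preincubated with enzyme 15 min at room temperature.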
IL-2 act: IL-2 activation; IL-2 activation reporter assay, cell-based qHTS; stimulated with anti-CD3/CD4/CD28 beads; in transgenic mouse T cells; AID 652025; activation, % (series mostly up to about 46 µM); actives 0.065% (n = 360,000); in the data active = activation above about 50%; inconclusive = mostly about 30% to 49%; also: 0% is about no effect
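Unstimulated transgenic mouse T cells; 60-min compound exposure; bead-based TCR/CD4/CD28 stimulation; 18 h culture, 37 degrees C; dual fluorescence (EGFP, DsRed) plate cytometry.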
FUS yeast rescue: FUS proteinopathy suppression in yeast; Potency, µM (titrated, usually from 76.6 µM), inactives show at the highest dose growth rescue (activation), usual class: activators; actives 0.24% (n = 390,000); S. cerevisiae FUS-expressing, growth rescue, OD600, 24 h;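 also: potency is read from the fitted curve at half-maximal effect; plate controls were DMSO vehicle for no effect and reference control for full effect; nearly all actives have a fitted effect of over 55% in size; some results filed as inactive show a strong effect at the top dose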
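S. cerevisiae expressing FUS from galactose induction served as the toxicity model. Growth after 24hr at 30C, read as absorbance at 600 nm, indicates suppression of toxicity; compounds dosed at several concentrations.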
EPAC1 antagonist: blocks human EPAC1 exchange factor | EPAC1 GEF assay, Rap1b-BODIPY-GDP exchange fluorescence | Potency, µM (titrated, usually from 115 µM), inactives show top-dose activity change, negative = inhibition, most hits filed as inhibitors | actives 0.14% (n = 360,000) | AID 720709;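 also: potency is read from the fitted curve at half-maximal effect; plate controls were vehicle for no effect and positive control for full effect; nearly all actives have a fitted effect of over 50% in size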
Target sequence (O95398 whole entry, looked up): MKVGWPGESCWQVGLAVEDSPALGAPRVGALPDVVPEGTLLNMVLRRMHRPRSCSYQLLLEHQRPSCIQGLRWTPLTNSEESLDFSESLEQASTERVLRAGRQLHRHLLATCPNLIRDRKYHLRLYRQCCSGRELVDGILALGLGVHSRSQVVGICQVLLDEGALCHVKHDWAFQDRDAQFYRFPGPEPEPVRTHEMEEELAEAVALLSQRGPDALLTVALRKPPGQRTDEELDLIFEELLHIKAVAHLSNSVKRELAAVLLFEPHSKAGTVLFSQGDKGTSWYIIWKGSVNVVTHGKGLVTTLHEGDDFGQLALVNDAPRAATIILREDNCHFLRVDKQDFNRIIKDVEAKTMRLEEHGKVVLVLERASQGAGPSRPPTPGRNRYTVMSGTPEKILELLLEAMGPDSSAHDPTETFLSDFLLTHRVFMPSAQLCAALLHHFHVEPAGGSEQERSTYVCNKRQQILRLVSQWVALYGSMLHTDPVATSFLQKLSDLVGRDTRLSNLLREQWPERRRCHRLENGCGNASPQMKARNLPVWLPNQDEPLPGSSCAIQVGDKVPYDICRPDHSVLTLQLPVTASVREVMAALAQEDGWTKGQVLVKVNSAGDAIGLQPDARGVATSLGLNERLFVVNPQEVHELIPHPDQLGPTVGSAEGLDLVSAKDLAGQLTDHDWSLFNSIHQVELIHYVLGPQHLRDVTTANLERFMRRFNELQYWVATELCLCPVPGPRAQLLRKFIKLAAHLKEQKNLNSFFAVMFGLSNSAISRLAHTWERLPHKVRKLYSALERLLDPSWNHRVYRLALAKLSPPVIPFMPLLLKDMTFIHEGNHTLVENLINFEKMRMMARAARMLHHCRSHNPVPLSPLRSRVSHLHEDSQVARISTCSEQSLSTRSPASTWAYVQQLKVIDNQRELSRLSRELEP
EPAC1 agonist: EPAC1 (human) agonism; O95398; EPAC1 agonist qHTS, biochemical assay; response scale: 100% = response to 6.5 mM cAMP; Potency, µM (doses to about 154 µM), for inactives: top-dose activation, actives largely listed as activators; actives 0.073% (n = 360,000); AID 720707; also: potency is read from the fitted curve at half-maximal effect; nearly all actives have a fitted effect of over 60% in size
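Nucleotide exchange assay: 100 nM EPAC1 with 250 nM Rap1B loaded with BODIPY-GDP and 50 uM GDP, room temperature. Fluorescence (480/540 nm) read every 5 min for 30 min; signal change normalized to 6.5 mM cAMP as full agonist.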
Numbers without * were called inactive; ? = inconclusive; nt = no result given; [ ] = dose if it differs, or a comment. Unless noted, calls follow the shape of the dose curve; as a rule, active = well fitted curve in the direction sought with a large enough effect; inconclusive = small, poorly fitted or top-dose-only effect, or another doubt; inactive = no such curve, though single readings can be large; an effect the other way counts as inactive or inconclusive.

structure,PLK1 PBD inh,Abeta rescue,PI5P4Ka inh,WRN helicase inh,IL-2 act,FUS yeast rescue,EPAC1 antagonist,EPAC1 agonist
O=S(=O)(NC1CCCCC1)c1cccs1,-16.7%,-0.2%,5.2,10.0%,-0.1,-0.5%,1.9%,4.8%
O=c1cc(CO)[nH]nc1CO,7.8%,-7.6%,1.7,7.9%,-1.5,-12.1%,6.4%,-4.0%
O=C(CSc1ncnc2c1nnn2Cc1ccccc1)NC1CCCC1,-29.5%,-10.5%,-0.8,2.0%,0.4,-8.8%,-8.7%,2.2%
COc1cc(CO)cc(Br)c1OCC(=O)Nc1cccc2ccccc12,2.4%,-9.6%,-2.7,1.0%,3.7,35.5%,11.7%,1.9%
CCOc1cccc(C(=O)Nc2nc(-c3ccc(S(=O)(=O)N4CCOCC4)cc3)cs2)c1,-14.0%,-7.9%,-5.6,-19.4%,0.3,-9.1%,-6.3%,17.1%
CCOC(=O)c1c(C)[nH]c(C(=O)COc2ccc3c(c2)OCO3)c1C,3.1%,27.0%,0.7,-8.4%,29.4,1.5%,1.4%,-19.5%
Cc1ccc(C(=O)OCC(=O)Nc2ccc(Cl)cn2)s1,3.5%,-13.8%,0.4,0.7%,3.4,-9.1%,8.5%,-1.8%
COc1ccc(NC(=O)C2=CCN(S(=O)(=O)c3ccccc3)CC2)cc1OC,-11.5%,nt,-0.9,-1.5%,0.1,12.4%,-22.6%,-0.5%
CCN(CC)CCn1c(=N)n(CC(=O)c2ccc(C)cc2)c2ccccc21,3.6%,11.0%,0.9,8.2%,-0.7,-2.9%,10.1%,-2.3%
COC(=O)c1ccc(NC(=O)C(C)Oc2ccccc2)cc1 (centres undefined),3.9%,6.0%,10.0,-9.3%,0.3,-12.7%,-16.2%,2.5%
Cc1cc2ccccc2n2c(SCC(=O)NCc3cccs3)nnc12,-0.4%,5.9%,nt,-16.1%,-1.5,2.2%,0.7%,-3.9%
CCN1C/C(=C/c2cccs2)c2nc3ccccc3c(C(=O)O)c2C1,-28.6%,6.1%,?,-11.7%,2.5,42.8%,-12.4%,2.1%
CC(NC(=O)C1CCCN(S(=O)(=O)c2cccs2)C1)c1ccccc1 (centres undefined),6.5%,3.7%,0.4,-9.9%,-2.7,-17.3%,4.9%,-5.1%
COc1cccc(S(=O)(=O)NCC(=O)Nc2ccc(C(C)(C)C)cc2)c1,-1.4%,4.9%,10.0,-30.1%,-2.5,nt,-26.7%,14.9%
O=c1cc(C(F)(F)F)nc(SC/C=C/c2ccccc2)[nH]1,?,nt,11.0,0.8%,-0.5,0.7%,-6.3%,-6.6%
CC[C@@H]1C/C=C\Cc2ccccc2[C@H](C(=O)C[C@H](O)CC(C)=O)OC1=O,0.5%,-2.3%,-8.3,4.8%,0.4,-11.4%,-8.8%,-10.8%
CCCCC1Cc2[nH]c(=S)[nH]c(=O)c2C(C(C)C)O1 (centres undefined),-15.0%,-14.3%,-19.5,4.2%,-0.8,-9.0%,-5.8%,-4.8%
CCOc1ccc(S(=O)(=O)c2c[nH]c3ccc(C)cc3c2=O)cc1,-13.9%,2.8%,5.0,9.9%,0.1,-17.8%,-28.0%,0.5%
Fc1ccc(N2CCN(Cc3nnc(-c4ccccc4)o3)CC2)cc1,1.4%,5.9%,4.0,6.3%,0.0,-10.1%,5.7%,5.6%
O=C(NC(c1ccccc1)c1ccc2ccccc2n1)C1CCN(Cc2cccc(C(F)(F)F)c2)CC1 (centres undefined),-16.0%,-14.5%,-1.2,-8.7%,-0.9,18.1%,-24.0%,-11.1%
COC(=O)[C@]1(Cc2ccccc2)N[C@H](c2ccc(-c3cccc(Cl)c3)cc2)[C@@H]2C(=O)N(C)C(=O)[C@@H]21,-5.5%,9.5%,11.8,-7.6%,0.7,14.1µM*,-19.7%,2.3%
CCN(CC)CCNc1cc(C)c(C#N)c2nc3ccccc3n12,11.7%,-39.5%[inhibitor],5.1,-17.4%,-1.5,-17.1%,-10.7%,-8.6%
Cn1cccc1Cc1nnc(SCC(=O)N2CCCc3ccccc32)n1-c1ccc(F)cc1,-6.1%,-4.6%,1.1,-2.7%,-1.5,?,-24.1%,4.7%
Cc1ccc(-n2c(-c3ccccc3)c[n+]3c2CCC3)cc1,3.1%,-6.2%,4.5,-1.5%,-2.8,-13.7%,-14.9%,-2.5%
CCOc1ccc(S(=O)(=O)N(CC(=O)NCc2ccncc2)c2ccc(C)cc2)cc1,-5.3%,0.9%,-4.6,-2.1%,0.7,17.9%,-1.6%,-4.3%

An excerpt of these results, with two lines to a compound.
Second line of a record – PLK1 PBD inh | Abeta rescue | PI5P4Ka inh | WRN helicase inh | IL-2 act | FUS yeast rescue | EPAC1 antagonist | EPAC1 agonist
- COc1ccc(NC(=O)C2=CCN(S(=O)(=O)c3ccccc3)CC2)cc1OC
 : -11.5% | nt | -0.9 | -1.5% | 0.1 | 12.4% | -22.6% | -0.5%
- CCN(CC)CCn1c(=N)n(CC(=O)c2ccc(C)cc2)c2ccccc21
 : 3.6% | 11.0% | 0.9 | 8.2% | -0.7 | -2.9% | 10.1% | -2.3%
- COC(=O)c1ccc(NC(=O)C(C)Oc2ccccc2)cc1 (centres undefined)
 : 3.9% | 6.0% | 10.0 | -9.3% | 0.3 | -12.7% | -16.2% | 2.5%
- Cc1cc2ccccc2n2c(SCC(=O)NCc3cccs3)nnc12
 : -0.4% | 5.9% | nt | -16.1% | -1.5 | 2.2% | 0.7% | -3.9%

More results:
structure,PLK1 PBD inh,Abeta rescue,PI5P4Ka inh,WRN helicase inh,IL-2 act,FUS yeast rescue,EPAC1 antagonist,EPAC1 agonist
O=C(COC(=O)c1ccc(O)cc1O)NNC(=O)c1cccs1,-2.7%,12.9%,4.7,0.7%,0.0,nt,-2.7%,-2.8%
S=C(NCCN1CCOCC1)Nc1ccc(Nc2ccccc2)cc1,-11.2%,-11.1%,-10.7,-26.2%,-0.1,38.3%,?,7.1%
O=C(CC(Cc1ccccc1)C(=O)O)Nc1ccccc1 (centres undefined),-3.9%,-2.8%,-3.0,3.2%,0.7,-29.3%,7.9%,4.4%
COc1ccc(C(CNC(=O)C2CC(=O)N(Cc3ccccc3)C2)N2CCOCC2)cc1 (centres undefined),-7.5%,-14.5%,5.0,-4.0%,-0.6,-6.0%,-16.3%,3.2%
CCCN(C1CCS(=O)(=O)C1)S(=O)(=O)c1ccc2ccccc2c1 (centres undefined),0.7%,0.8%,-0.7,2.0%,0.9,20.1%,-11.4%,-2.9%
S=c1nc(-c2ccccn2)c(-c2ccccn2)n[nH]1,?,-20.1%,?,-3.0%,-0.6,3.0%,-8.4%,3.8%
CC(=O)c1c(C)[nH]c(C(=O)OC2CCOC2=O)c1C (centres undefined),-3.3%,11.4%,-2.4,-3.6%,-2.3,11.1%,-4.0%,1.9%
CC(=O)n1cc([C@H]2C=C(C(=O)N3CCN(Cc4ccc5c(c4)OCO5)CC3)O[C@@H](OCc3ccc(CO)cc3)C2)c2ccccc21,2.5%,-7.6%,-1.4,-1.8%,-0.2,24.5%,9.0%,-12.0%
CN(C)CCN(C(=O)C1CCN(S(=O)(=O)c2cccs2)CC1)c1nc2ccccc2s1,9.4%,2.9%,10.0,-10.9%,0.1,2.4%,-0.4%,8.7%
C/C=C\C(=O)Nc1cccc(C2=NOC3(C2)C[C@@H](C(N)=O)N(C(=O)CC(c2ccccc2)c2ccccc2)C3)c1 (some centres undefined),-4.7%,4.6%,-4.9,-1.0%,1.4,?,?,5.9%
CN(CC(=O)Nc1cccc(C(F)(F)F)c1)Cc1ccccc1,-11.3%,-19.6%,9.0,3.1%,-5.1,-10.6%,?,-4.0%
COCCCNC(=O)[C@H](CSCc1ccccc1)N1Cc2ccccc2C1=O,-15.1%,0.4%,1.3,-4.4%,0.5,26.1%,4.4%,6.1%
COc1ccc(CN2C3CCCC2CC(NC(=O)/C=C/c2ccccc2)C3)cc1 (centres undefined),1.9%,4.0%,-2.8,4.1%,-0.9,19.1%,10.2%,-4.8%
Cc1ccc2nc(NC(=O)Cc3cccs3)sc2c1,-2.6%,?,nt,-3.1%,1.3,5.6%,3.6%,6.1%
CCCc1cc(NCc2ccccn2)n2nc(C)c(-c3ccccc3)c2n1,5.4%,-78.3%[inhibitor],8.4,-7.8%,-2.3,30.1%,-0.6%,4.6%
CN(C)S(=O)(=O)Nc1ccc(C(=O)O)cc1,-1.7%,9.9%,9.9,-2.2%,-1.7,-16.2%,0.0%,0.0%
CCOc1ccc(CCNC(=O)C2CC(=O)N(Cc3ccc(C)cc3)C2)cc1OCC (centres undefined),-7.4%,7.7%,-3.0,-2.0%,-2.9,34.0%,13.3%,-5.6%
CSc1ccc(CNc2ccc(Cl)cc2)cc1,-5.2%,-14.2%,nt,118.7%[activator][57.1 µM],-2.0,-19.9%,-5.5%,24.5%
O=C(CSc1ccc(Cl)cc1)NC(=O)NC1CCCC1,-8.9%,?,22.2,-3.7%,-4.5,22.8%,-21.6%,16.2%
COc1ccccc1NS(=O)(=O)c1cc2c3c(c1)CCN3C(=O)CC2,-4.7%,2.0%,3.8,-6.9%,-3.4,4.1%,-6.2%,3.5%
Cc1cc(C)n(C(=O)CCNC(=O)c2ccccc2Cl)n1,-3.6%,0.2%,-2.1,7.6%,-0.3,0.1%,13.8%,2.8%
CC1CC(C(F)F)n2nc(C(=O)O)cc2N1 (centres undefined),-6.5%,-15.3%,nt,-1.5%,-0.5,13.6%,21.3%,5.5%
CC(Sc1nc2c(c(=O)[nH]1)CCCC2)C(=O)Nc1ccc(Br)cn1 (centres undefined),-11.1%,-7.8%,3.0,-22.8%,0.4,-9.9%,6.0%,-6.7%

Screens as filed in PubChem.
